Screening data: PubChem, The Scripps Research Institute Molecular Screening Center
TEAD-YAP block – TEAD-YAP interaction inhibition; HEK-TIYL cells, TEAD-Gal4/YAP UAS-luciferase luminescence; inhibition, % at 9.12 µM; actives 1.4% (n = 640,000); AID 1259422; in the data active means inhibition above about 32%;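 further: 0% = median of test compound wells and 100% = reference inhibitor wells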
FBW7 act – activators of human E3 ligase FBW7 | Q969H0 | AlphaScreen FBW7–phospho-cyclin E peptide binding, activator screen | normalized activity (activation), % at 26.1 µM | actives 0.13% (n = 650,000) | AID 1259310; in the data active means normalized activity above about 1.9%;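 further: purified mutant Fbw7 with reduced substrate affinity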
GPR151 ag – human GPR151 activation | Q8TDV0 | PathHunter beta-arrestin GPR151 cells, luminescence | activation, % at 11.2 µM | actives 1% (n = 650,000) | AID 1508602; in the data active means activation above about 4.9%;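 further: 0% = median of compound wells and 100% = cells with positive control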
Target sequence (Q8TDV0 whole entry, looked up): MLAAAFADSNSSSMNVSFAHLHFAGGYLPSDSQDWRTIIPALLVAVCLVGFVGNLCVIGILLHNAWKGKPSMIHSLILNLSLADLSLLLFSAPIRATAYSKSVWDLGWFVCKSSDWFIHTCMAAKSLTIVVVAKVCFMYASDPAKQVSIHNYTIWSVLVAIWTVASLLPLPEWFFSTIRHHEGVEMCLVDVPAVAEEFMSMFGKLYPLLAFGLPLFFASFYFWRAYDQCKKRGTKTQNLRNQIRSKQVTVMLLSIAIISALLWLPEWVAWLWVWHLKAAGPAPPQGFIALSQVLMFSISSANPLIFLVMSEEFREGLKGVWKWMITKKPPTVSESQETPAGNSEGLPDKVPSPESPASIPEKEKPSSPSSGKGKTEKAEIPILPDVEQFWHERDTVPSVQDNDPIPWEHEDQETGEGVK
MITF inh – blocks human microphthalmia-associated transcription factor. AlphaScreen MITF homodimerization, bead proximity signal. inhibition, % at 2.6 µM. actives 0.91% (n = 650,000). AID 1259374; in the data active means inhibition above about 50%;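 further: 0% = vehicle wells with protein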
Target sequence (O75030 whole entry, looked up): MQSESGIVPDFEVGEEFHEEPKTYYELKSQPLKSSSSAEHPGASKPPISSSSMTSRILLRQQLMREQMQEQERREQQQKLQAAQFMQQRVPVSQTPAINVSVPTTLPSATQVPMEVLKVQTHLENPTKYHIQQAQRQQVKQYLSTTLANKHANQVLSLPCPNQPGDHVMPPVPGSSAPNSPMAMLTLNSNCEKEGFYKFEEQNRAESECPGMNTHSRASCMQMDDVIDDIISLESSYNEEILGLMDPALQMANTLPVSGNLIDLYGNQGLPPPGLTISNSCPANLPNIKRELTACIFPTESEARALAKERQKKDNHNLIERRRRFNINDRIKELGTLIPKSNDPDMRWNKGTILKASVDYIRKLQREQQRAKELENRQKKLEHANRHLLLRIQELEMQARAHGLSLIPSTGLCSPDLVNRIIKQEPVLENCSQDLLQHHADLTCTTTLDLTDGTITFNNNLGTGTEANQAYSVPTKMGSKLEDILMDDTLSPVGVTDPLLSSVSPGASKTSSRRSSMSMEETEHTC
* hit, by the source's call; · = no result given.

SMILES	TEAD-YAP block	FBW7 act	GPR151 ag	MITF inh
CCC(C)(C)n1nnnc1C(c1cccnc1)N1CCCc2ccccc21 (configuration not stated)	-45	-0.1	0.9	-2
O=C(OC1CCOC1=O)c1cc(S(=O)(=O)N2CCOCC2)c(Cl)cc1Cl (configuration not stated)	2	-0.1	-0.3	10
CCNc1nc(NCC)nc(NNC(=S)Nc2ccc(OC)cc2)n1	0	0.0	1.5	15
Cc1cccc(NC(=O)CN2C(=O)S/C(=C\c3ccc(N(C)C)cc3)C2=O)c1	-31	0.0	-2.3	-22
CCCC(=O)NCCc1nc2ccccc2n1C(C)C	4	0.2	-0.6	23
CN(C)c1ccc(/C=C(/NC(=O)c2ccccc2)C(=O)N2CCCCCC2)cc1	6	0.0	0.4	7
O=S(=O)(c1ccc(F)cc1)N1CCN(Cc2cccc(Cl)c2)CC1	1	-0.1	1.1	60*
CC(C)C(NC(=O)c1ccco1)C(=O)OCC(=O)c1ccc(Cl)cc1 (configuration not stated)	-9	0.2	0.0	13
N#Cc1ccccc1CN1CCN(CCOc2ccccc2)CCC1=O	-1	-0.2	-1.7	-6
COC(=O)C(NC(=O)c1ccc(OC)cc1)(Nc1ccc(OC(F)(F)F)cc1)C(F)(F)F (configuration not stated)	1	-0.1	0.1	8
CCOC(=O)c1ccc(Nc2cc(=O)[nH]c(=O)[nH]2)cc1	-3	0.1	0.1	-4
O=C(Nc1nc(-c2ccc(Oc3ccccc3)cc2)cs1)C1CC1	-2	0.0	0.6	8
CCOC(=O)c1ccc(N2C(=O)CC(Nc3cccc(O)c3)C2=O)cc1 (configuration not stated)	-4	-0.1	0.2	-2
Cn1c(Nc2ncc(C(=O)NCCCN3CCCC3=O)s2)nc2ccccc21	17	-0.3	-0.9	0
CCOC(=O)C1=C(C)Nc2ncnn2C1c1cc(OC)c(OC)cc1OC (configuration not stated)	-5	-0.1	1.0	15
CCn1c(=O)c2ccccc2n2c(SCC(=O)N(C)C3CCCCC3)nnc12	-7	0.1	-1.0	7
COc1ccc(C(=O)N=c2sc3cc(OC)c(OC)cc3n2C)cc1OC	-7	0.5	0.1	7
CCOC(=O)c1cn(Cc2cccc(Cl)c2)c2nc(C)ccc2c1=O	-15	0.4	0.2	25
COCCN(Cc1cc2cc3c(cc2nc1Cl)OCO3)C(=O)Nc1cccc(F)c1	4	0.1	-0.8	-3
COc1ccc(-c2cc(C(=O)NCCc3ccc(O)cc3)ccn2)cn1	3	0.0	1.4	5
COc1ccccc1N(CC(N)=O)S(C)(=O)=O	-4	0.5	-0.8	-2
Cc1ccccc1-n1[nH]c(C)c(/C=N/NC(=O)c2ccccc2[N+](=O)[O-])c1=O	-3	-0.6	0.4	15
CC(=O)NC1C(OC2CCCCC2)OC(COC(C)=O)C(OC(C)=O)C1OC(C)=O (configuration not stated)	4	0.1	-0.2	16
O=C(c1ccc(Cl)cc1)N1CCN(C(=O)c2ccc(Cl)cc2)CC1	0	0.0	1.3	-6
CO/N=C(/C(=O)NC1C(=O)N2C(C(=O)O)=C(COC(C)=O)CSC12)c1csc(N)n1 (configuration not stated)	·	-0.1	-1.9	28
O=C(NCc1cccs1)c1ccc2c(c1)NC(=O)C(CS(=O)(=O)Cc1cccc(Br)c1)N2 (configuration not stated)	-25	0.6	-0.5	3
COc1ccc(CNc2ccc3ncc(-c4cccc(NC(C)=O)c4)n3n2)cc1	8	1.4	-0.6	21
O=C(/C=C/c1ccccc1[N+](=O)[O-])Nc1ccc(-c2nnc3n2CCCCC3)cc1	9	0.0	0.1	-1
O=C(OCC(=O)C12CC3CC(CC(C3)C1)C2)c1cccnc1Cl	1	0.4	-1.2	4
Fc1ccc(C(c2nnnn2CCc2ccccc2)N2CCSCC2)cc1 (configuration not stated)	5	0.6	3.2	5
CC(=O)c1ccc(N=c2scc(C)n2CC2CCCO2)cc1 (configuration not stated)	-23	0.0	2.3	-6
Cc1ccc(NC(=O)Cc2nnc(NC(=O)Nc3ccc(F)cc3)s2)cc1	-2	0.0	0.8	-4
Cc1cccc(C)c1Nc1nc(-c2ccccc2)c2cc(Cl)ccc2n1	-5	0.2	-0.4	-5
CC(C)c1ccc(NC(=O)c2ccc(N3CCCCS3(=O)=O)cc2)cc1	7	-0.1	0.2	23
Cc1c(C(=O)NCCC2=CCCCC2)sc2ncn(CC(=O)N3CCCCC3)c(=O)c12	-5	0.2	0.4	18
O=C(Nc1nc(-c2ccc(F)cc2)cs1)c1ccc(S(=O)(=O)N2CCOCC2)cc1	9	0.0	-0.2	-9
N#CCN1C(=O)C(=O)/C(=C(/O)c2ccccc2)C1c1ccccn1 (configuration not stated)	5	-0.1	0.1	20
CC1Oc2ccccc2N(CC(=O)NC2CC2)C1=O (configuration not stated)	9	-0.2	-0.1	0
Cc1ccc(NC(=O)CSc2nnc(C)c(=O)n2N)cc1Cl	3	-0.3	-1.7	-10
C[C@@H]1CN(C(=O)C2CC23CCN(Cc2ccc(N4CCCC4)cc2)CC3)C[C@H](C)O1 (some centres not stated)	12	-0.1	-1.3	6
Cc1cc(C)cc(Cn2c(NCCCO)cc(=O)n(C)c2=O)c1	-26	0.5	-1.3	10
CC1(C)CC(=O)N(CC(=O)NCc2cccnc2)c2ccccc2S1	10	0.1	0.8	1
O=C(O)c1cccc(N/N=C/c2cccc3ccccc23)c1	11	-0.1	0.9	7
COc1ccc(C(=O)Nc2cc(C)[nH]n2)c(OC)n1	-44	-0.2	-3.8	-6
Cc1c(C(=O)N2CCCC2)sc2ncn(CC(=O)Nc3ccc(C(C)C)cc3)c(=O)c12	-1	-0.2	-0.1	-6
CCc1nccn1C(=O)CCCC(=O)O	-2	0.0	-0.2	5
CC(=O)c1c(C(C)=O)c(C)n(-c2ccc(C)c(NC(=O)c3ccco3)c2)c1C	4	0.2	1.2	7
Cc1cccc(N2CCN(C(=O)c3ccc(N4CC5CC(C4)c4cccc(=O)n4C5)c(NC(=O)c4cccnc4)c3)CC2C)c1 (configuration not stated)	-8	-0.2	0.4	1

Reformatted: results already given
| Structure | TEAD-YAP block | FBW7 act | GPR151 ag | MITF inh |
| --- | --- | --- | --- | --- |
| Cc1ccc(NC(=O)Cc2nnc(NC(=O)Nc3ccc(F)cc3)s2)cc1 | -2 | 0.0 | 0.8 | -4 |
| Cc1cccc(C)c1Nc1nc(-c2ccccc2)c2cc(Cl)ccc2n1 | -5 | 0.2 | -0.4 | -5 |

(next part)
SMILES	TEAD-YAP block	FBW7 act	GPR151 ag	MITF inh
c1ccc(Nc2nccc(NC3CC3)n2)nc1	-29	0.0	4.0	3
COc1ccc(Cl)cc1NC(=O)C1=C(C)NC(=O)NC1c1ccc(N(C)C)cc1 (configuration not stated)	-6	0.0	-1.0	4
CCOC(CNC(=O)c1ccc2c(c1)nc(C)n2-c1ccc(F)cc1F)OCC	-2	0.0	-0.5	1
CC(C(=O)NCc1ccccc1)n1c2ccccc2c2cn[nH]c(=O)c21 (configuration not stated)	-10	-0.3	2.7	0
Cc1cccc(-n2cc(-c3ccccc3)c3c(NCCOCCO)ncnc32)c1	13	0.5	-0.9	17
COC(=O)c1cc2c(s1)CS(=O)(=O)C2	0	0.0	-1.7	-9
Cc1nc2c(C(=O)N3CCCCC3)c[nH]n2c(=O)c1Cc1ccccc1F	2	-0.1	-1.3	3
NNC(=O)CC1CC(c2cccc([N+](=O)[O-])c2)=NN1 (configuration not stated)	10	-0.1	-0.7	0
NC(=O)NC(=O)CSc1nnc(-c2ccco2)n1N	11	0.0	2.0	7
O=C(Nc1ccccc1)Nc1ccccc1C(F)(F)F	-21	-0.1	0.0	2
Cc1cc(Br)ccc1NC(=O)CCCn1cc([N+](=O)[O-])cn1	0	0.0	1.3	14
CSc1ccc(CN2C[C@@H](n3cnnn3)C[C@H]2C(=O)NCCc2ccccc2)cc1	11	0.0	1.1	10
CCN1CCN(c2cc(C)c3cc(NC(=O)/C=C/c4sccc4C)ccc3n2)CC1	-47	0.0	-0.6	8
Cc1cc(N2CCN(c3ncccn3)CC2)nc2ccc(NC(=O)c3cnccn3)cc12	-7	-0.1	1.7	-5
CC(C)(C)c1ccc(C(=O)CC(C(=O)O)N2CCN(c3ccc4c(c3)OCO4)CC2)cc1 (configuration not stated)	12	-0.1	-0.3	2
C=CCn1c(SCC(=O)Nc2ccc3[nH]c(=O)[nH]c3c2)nnc1-c1ccccc1	12	-0.1	-0.8	-9
CCOC(=O)N1CCN(c2c(F)cc3[nH]c(=S)[nH]c3c2Br)CC1	27	-0.2	3.1	7
O=C(NCCCS(=O)(=O)N1CCN(c2ccccc2)CC1)C1CC1	4	0.1	-0.8	-11
Cc1c(C(C)NC(=O)CN2CCC(c3ccccc3)CC2)cnn1-c1ccccn1 (configuration not stated)	-22	0.2	-0.2	10
Cc1c(NC(=S)NC(=O)c2ccccc2[N+](=O)[O-])cccc1C(=O)O	-6	0.0	4.2	1
COCCN(CCOC)S(=O)(=O)c1ccc(C(=O)Nc2nc3c(ccc4ccccc43)s2)cc1	9	0.2	3.5	2
CC(C)NC(=O)C1CCCN1C(=O)OCc1ccccc1 (configuration not stated)	3	-0.1	0.3	-1
CN1CCN(C(=O)c2ccc(-c3ccc(C(=O)NC4CCN(Cc5ccccc5)CC4)s3)cc2)CC1	-10	-0.1	-1.6	1
COc1ccc(C(=O)COC(=O)Cn2nnc3ccccc32)cc1Br	-4	0.2	0.2	-14

Continued (6 carried over from the part before).
SMILES	TEAD-YAP block	FBW7 act	GPR151 ag	MITF inh
Cc1c(C(C)NC(=O)CN2CCC(c3ccccc3)CC2)cnn1-c1ccccn1 (configuration not stated)	-22	0.2	-0.2	10
Cc1c(NC(=S)NC(=O)c2ccccc2[N+](=O)[O-])cccc1C(=O)O	-6	0.0	4.2	1
COCCN(CCOC)S(=O)(=O)c1ccc(C(=O)Nc2nc3c(ccc4ccccc43)s2)cc1	9	0.2	3.5	2
CC(C)NC(=O)C1CCCN1C(=O)OCc1ccccc1 (configuration not stated)	3	-0.1	0.3	-1
CN1CCN(C(=O)c2ccc(-c3ccc(C(=O)NC4CCN(Cc5ccccc5)CC4)s3)cc2)CC1	-10	-0.1	-1.6	1
COc1ccc(C(=O)COC(=O)Cn2nnc3ccccc32)cc1Br	-4	0.2	0.2	-14
FC(F)(F)c1cn2cc(Cl)ccc2n1	2	0.1	-1.2	3
CC(=O)Oc1ccccc1/C=C/c1nc2ccccc2c(=O)o1	59*	0.3	-8.7	17
COc1ccc(C(=O)Nc2sc3c(c2C#N)CCCCC3)cc1[N+](=O)[O-]	6	0.1	1.3	6
O=C(CCCCCn1c(SCc2cccc(Cl)c2)nc2cc3c(cc2c1=O)OCO3)NCc1ccc2c(c1)OCO2	-3	0.1	3.0	-14
COC(=O)Nc1nnc(CC(=O)Nc2ccccc2C)s1	5	0.6	-1.0	1
CCc1ccc(/C=C(\C#N)C(=O)NC2CCS(=O)(=O)C2)cc1 (configuration not stated)	-2	0.2	-1.3	-3
CCOc1ccc2nc(NC(=O)CSc3nnnn3-c3ccccc3)sc2c1	-1	-0.1	-0.6	-3
CCCc1sc(N(C(=O)c2ccccc2C)c2ccc(OCC)cc2)nc1-c1ccccc1	6	0.4	-0.2	4
CN(CC(=O)Nc1cccc(Cl)c1)S(=O)(=O)c1ccc2c(c1)CCC(=O)N2	-5	0.3	-0.4	-15
O=C(Nc1cccc(-c2ccco2)c1)C1CCN(Cc2cccc3c2OCO3)CC1	-5	-0.2	-0.6	-11
Cc1nc(=O)c(-c2ccccc2)c(C)n1CCCc1ccccc1	0	-0.1	0.5	-12
O=C1CCCN1CCn1cnc2c(NCc3cccc(C(F)(F)F)c3)nc(N3CCN(Cc4ccc5c(c4)OCO5)CC3)nc21	14	0.0	-1.2	14
CCOC(=O)c1ccc(N/N=C2\C(=O)C(=O)N(c3ccccc3)C2(C)C(=O)OCC)cc1 (configuration not stated)	4	0.3	1.7	15
CCOc1cc(C=C2C(=O)NC(=S)NC2=O)ccc1OCC(=O)O	2	0.0	-0.1	70*
C/C(=N\Nc1cccc([N+](=O)[O-])c1)c1ccccc1O	-3	0.5	0.6	21
CCN(CC)S(=O)(=O)c1cccc(C(=O)N/N=C/c2ccc(O)c(O)c2O)c1	-6	-1.2	1.6	61*
COc1ccc(CCN2C(=O)C(O)=C(C(C)=O)C2c2ccccc2Cl)cc1OC (configuration not stated)	10	-0.2	1.0	5
O=C1CCC(C(=O)OCc2ccccc2Cl)=NN1	-1	0.0	-0.3	-2
CC(=O)C1=C(C)NC(SCC(=O)c2ccc(-c3ccccc3)cc2)=C(C#N)C1c1ccco1 (configuration not stated)	-4	0.2	0.6	24
CC(C)Sc1nnc2sc3ccccc3n12	5	0.2	0.2	4
CCc1cccc(NC(=O)C2CCCCN2S(=O)(=O)c2ccc(F)cc2)c1 (configuration not stated)	-3	-0.1	0.6	-17
COC(=O)C1CCN(C(=O)C(Cl)Cl)CC1	10	0.2	-0.8	14
COc1cc(CNCCO)cc(Br)c1OCc1ccc(F)cc1	-9	-0.3	0.2	-6
CCOC(=O)c1c(C)oc2ccc(O)c(CN3CCCCC3)c12	19	-0.2	0.0	6
COc1ccccc1CNC(=O)CN(C)c1nn2c(=O)cc(C)nc2s1	-4	0.2	-0.5	-1

Taken from above.
FBW7 act with CCOC(=O)c1c(C)oc2ccc(O)c(CN3CCCCC3)c12 reads -0.2
FBW7 act with O=S(=O)(c1ccc(F)cc1)N1CCN(Cc2cccc(Cl)c2)CC1 reads -0.1
GPR151 ag with CCN1CCN(c2cc(C)c3cc(NC(=O)/C=C/c4sccc4C)ccc3n2)CC1 reads -0.6
FBW7 act with Fc1ccc(C(c2nnnn2CCc2ccccc2)N2CCSCC2)cc1 (configuration not stated) reads 0.6
